# High-throughput results deposited in PubChem by several laboratories.
# Hsp70 act: transcriptional activators of Hsp70. AID 1203. HeLa Hsp70 promoter luciferase reporter, luminescence; scaled: vehicle 0, proteasome-inhibitor control 100%. activation, % at 10 µM. hit rate 0.04% among 200,000;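 active = activation above the mean across all tested compounds plus 3 SD, cutoff set per campaign, cut at about 5.5% in these data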;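 note: 100% = MG132 at 30 µM as the positive control and 0% = DMSO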
# APP transl inh: APP translation inhibition; SH-SY5Y APP 5'UTR-luciferase reporter, luminescence; inhibition, % at 2 µM; hit rate 0.82% among 190,000; AID 1285;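 active = inhibition above a set limit, derived from the sample mean plus 3 SD, cut at about 45% in these data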; note: values of inactives mirror those of a sister screen read the other way
# RAM network inh: yeast RAM network inhibition; S. cerevisiae dse1pr::URA3 reporter, 5-FOA growth OD615, 2 d; analog-sensitive cbk1-as2 kinase mutant strain; inhibition, % at 50 µM; hit rate 1.8% among 190,000;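 active = inhibition above a set limit, 3 SD over mean compound inhibition, cut at about 8.4% in these data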;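 note: 0% = DMSO-only wells with no growth and 100% = 10 µM 1-NA-PP1 full growth; inhibition rescues growth on 5-FOA so higher OD means more RAM inhibition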
# STAT1 inh: reduces IFN-gamma driven STAT1 reporter signal. NIH 3T3 STAT1-luciferase reporter, luminescence. inhibition, % at 5.5 µM. hit rate 0.35% among 200,000;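 active = inhibition above a set limit, the mean inhibition across all tested compounds plus 3 SD, cut at about 34% in these data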;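 note: 0% = IFN-gamma with DMSO and 100% = IFN-gamma with 300 µM nifuroxazide; values of inactives mirror those of a sister screen read the other way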
# STAT3 blocker: STAT3 signaling inhibition; U3A cells, IL-6 STAT3-luciferase reporter, luminescence; host cell line lacks STAT1; inhibition, % at 5.5 µM; hit rate 0.89% among 190,000; AID 862;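 active = inhibition above the mean inhibition across all screened compounds plus 3 SD, cut at about 44% in these data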;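 note: 0% = DMSO only wells and 100% = 100 µM nifuroxazide control wells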
# FLuc inhib CS: Photinus pyralis luciferase inhibition counter-screen; inhibition, % at 10 µM; hit rate 1.5% among 200,000; P08659; ATPLite firefly luciferase biochemical luminescence, 10 min;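 active = inhibition above about 50% when tested at 10 µM, limit read from the data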
# Target sequence (P08659 whole entry, looked up): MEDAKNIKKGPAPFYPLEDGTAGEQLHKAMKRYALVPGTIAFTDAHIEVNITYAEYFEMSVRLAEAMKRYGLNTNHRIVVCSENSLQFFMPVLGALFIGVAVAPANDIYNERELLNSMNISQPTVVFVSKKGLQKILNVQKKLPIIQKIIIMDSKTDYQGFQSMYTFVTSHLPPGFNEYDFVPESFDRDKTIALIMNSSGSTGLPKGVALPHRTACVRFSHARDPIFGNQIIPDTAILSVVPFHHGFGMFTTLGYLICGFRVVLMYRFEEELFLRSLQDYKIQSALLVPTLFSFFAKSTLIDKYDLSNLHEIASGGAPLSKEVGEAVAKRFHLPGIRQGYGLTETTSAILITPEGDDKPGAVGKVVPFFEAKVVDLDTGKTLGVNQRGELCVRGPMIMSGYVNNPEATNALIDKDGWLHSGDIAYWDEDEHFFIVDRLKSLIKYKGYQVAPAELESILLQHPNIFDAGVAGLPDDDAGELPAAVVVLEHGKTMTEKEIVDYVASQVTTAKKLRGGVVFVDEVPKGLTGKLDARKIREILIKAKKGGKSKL
# STAT3 act: STAT3 signaling activation; activation (% of control), % at 5.6 µM; hit rate 0.91% among 190,000; U3A cells, IL-6 STAT3-luciferase reporter, luminescence; 100% = signal with IL-6 EC80 alone;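 active = activation above the screen-wide mean of compound activation plus 3 SD, cut at about 130% in these data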;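 note: 0% = background luminescence of wells with medium and substrate only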
#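 Assay system – human STAT1-deficient U3A cells with stable STAT3-luciferase reporter · Also added – IL-6 (33 ng/mL) · Schedule – compound 1 h, then IL-6 6 h at 37 °C · Technique – reporter luminescence signal · Evaluation – % activation versus median of IL-6-stimulated wells · Benchmarks – IL-6-only wells as 100% reference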
# NF-kB expr up: compounds increasing NF-kB expression in human neuronal cells; NF-kB reporter expression; active compounds read high; fold change at 12.5 µM; hit rate 1.6% among 190,000; in the data active = fold change above about 3.3
# STAT1 activator: increases IFN-gamma driven STAT1 reporter signal | NIH 3T3 STAT1-luciferase reporter, luminescence; 100% = IFN-gamma alone, no compound | activation (% of control), % at 5.5 µM | hit rate 2.6% among 200,000;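 active = activation above the screen-wide mean activation plus 3 SD, cut at about 130% in these data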;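 note: raw ratio to IFN-gamma control signal so 100% means no change and 0% no light; values of inactives mirror those of a sister screen read the other way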
# APP 5'UTR act: activates APP 5'UTR luciferase reporter; SH-SY5Y APP 5'UTR luciferase reporter, luminescence; zero percent = DMSO vehicle wells; activation, % at 2 µM; hit rate 1% among 190,000; AID 1276;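 active = activation above a set limit, based on mean plus 3 SD of controls, cut at about 140% in these data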; note: values of inactives mirror those of a sister screen read the other way
# An asterisk follows results filed as active; nt = not tested or not shown; & = joins results of further samples.
SMILES,Hsp70 act,APP transl inh,RAM network inh,STAT1 inh,STAT3 blocker,FLuc inhib CS,STAT3 act,NF-kB expr up,STAT1 activator,APP 5'UTR act
O=C(Nc1ccc(N2C(=O)C3C4C=CC(C4)C3C2=O)cc1)Nc1nnc(C(F)(F)F)s1 (stereo unspecified),0.1,-1,1.5,-6,4,-5,104,1.2,105,1
O=C(c1ccc(CNS(=O)(=O)c2cccc(C(F)(F)F)c2)cc1)N1CCOCC1,2.1,0,0.7,-3,-2,-4,104,1.2,107,0
CCn1c(SCC(=O)n2c(C)c(C)c3ccccc32)nnc1-c1ccco1,-0.4,-22,1.4,-3,3,-3,106,1.1,103,22
CC(NC(c1ccccc1)c1ccccc1)C(=O)N1CCCc2ccccc21 (stereo unspecified),-0.2,-3,0.3,2,-5,-3,102,0.82,98,3
COc1ccccc1CNC(=O)COC(=O)CCC(=O)c1cccs1,-0.4,-2,-0.3,-2,6,-4,100,1,101,2
Cc1ccc(SCC(=O)Nc2ccc(N3CCN(c4ccccc4)CC3)c(F)c2)cc1,-0.3,-6,6.1,-4,-1,-7,106,1.1,103,6
CSc1nsc(SCC(=O)NC2CCCCC2)n1,-0.2,0,-0.1,0,-35,1,137*,1.4,100,0
COc1cc(S(=O)(=O)Nc2ccc(C)cc2)ccc1N=Cc1c(C)[nH]n(-c2ccc(C)cc2)c1=O,-0.4,nt,2.5,0,-12,13,110,0.78,100,nt
O=C(NC1CCCCC1)C(c1cccs1)N(C(=O)Cc1c[nH]c2ccccc12)c1ccc(F)cc1 (stereo unspecified),-0.1,-2,5.3,3,-5,0,111,0.74,98,2
O=C(Nc1cccc(S(=O)(=O)N2CCCCC2)c1)c1ccccc1NS(=O)(=O)c1ccc(F)cc1,-0.5,-9,2.8,5,14,-10,85,0.29,95,9
COC(=O)c1ccc(NC(=O)CSc2nc(C)cc(=O)[nH]2)cc1,-0.2,9,1.0,4,6,-4,99,1.1,96,-9
CS(=O)(=O)c1ccc2nc(NC(=O)c3ccc(S(=O)(=O)NCC4CCCO4)cc3)sc2c1 (stereo unspecified),-0.3,-1,0.5,3,14,-5,90,0.9,96,1
N#CCC(CNc1ncc(C(F)(F)F)cc1Cl)OC(=O)c1cccc(C(F)(F)F)c1 (stereo unspecified),-0.1,1,2.9,-6,13,-1,94,1.3,106,-1
CCS(=O)(=O)Nc1cccc(C2=NN(S(=O)(=O)c3ccc(C)cc3)C(c3cccs3)C2)c1 (stereo unspecified),-0.3,16,4.5,-5,-4,2,106,0.86,104,-15
CNCC(=O)Nc1ccc(OC(F)(F)F)cc1,-0.3,6,1.5,-2,0,-7,104,0.93,101,-5
COc1ccc(N(C)S(=O)(=O)c2cccc(C(=O)Nc3ccc4c(c3)OCCO4)c2)cc1,-0.1,2,5.4,-1,4,-4,104,0.71,101,-2
Cc1cc(C)nc(N/N=C/c2ccccc2OCc2ccccc2)n1,-0.2,-14,-0.8,12,24,2,80,1.1,90,14
O=C(NCCOCc1ccccc1)C(c1ccccc1)c1ccccc1,0.0,-19,1.7,6,5,-6,99,0.91,93,19
Cc1noc(C)c1CSc1nnc(-c2cccnc2)n1C1CCCCC1C (stereo unspecified),-0.2,-14,1.9,2,12,-7,95,1,97,14
CCCCOC(=O)c1[nH]c2c(c1C)C(=O)CC(c1cc(OC)c(OC)c(OC)c1)C2 (stereo unspecified),-0.2,1,2.7,23,53*,-4,57,0.66,79,-1
O=C(O)c1ccc2c3c(cccc13)C(=O)N(c1cccc3ccccc13)C2=O,-0.1,-9,6.2,-3,5,-6,101,1.1,102,9
CC(C)n1c(=NC(=O)c2ccco2)c(C#N)cc2c(=O)n3ccccc3cc21,0.0,-16,-0.1,-1,2,-3,102,1.2,100,16
COc1ccc(NC(=O)c2cc3nc(-c4ccccc4)cc(-c4ccccc4)n3n2)c(OC)c1,0.0,3,3.9,0,0,-2,100,0.92,100,-3
CCn1cc(CNC(=O)CCc2ccc(OC)cc2)cn1,0.1,-6,0.6,6,8,-7,97,1.2,94,6
O=C1CC(N2CCCCCC2)C(=O)N1c1ccc(F)cc1 (stereo unspecified),-0.1,-5,-1.3,2,2,-4,105,1.2,98,5
O=C(Cn1c(NCCO)nc2ccccc21)c1cccs1,-0.4,-7,1.1,2,2,-11,101,1.4,99,7
CCCn1c(N)nc2ccccc21,-0.1,-6,0.9,-1,6,-5,101,1.2,101,6
COc1ccc(C2C(C(C)=O)=C(C)N=c3s/c(=C\c4cc(C)n(C)c4C)c(=O)n32)c(OC)c1 (stereo unspecified),0.3,-5,8.4*,-1,0,-7,105,0.52,101,5
Cc1nc(C(=O)Nc2ccc(F)cc2)nn1-c1ccc([N+](=O)[O-])cc1,0.0,-5,2.2,11,22,-8,87,0.9,94,5
Cc1c(Cl)c([N+](=O)[O-])nn1CCCC(=O)NC(C)c1ccccc1 (stereo unspecified),0.0,-9,-0.9,-3,-3,-6,101,1.3,103,9

# Single records, as listed above:
# COC(=O)c1ccc(NC(=O)CSc2nc(C)cc(=O)[nH]2)cc1 is listed as Hsp70 act: -0.2; APP transl inh: 9; RAM network inh: 1.0; STAT1 inh: 4; STAT3 blocker: 6; FLuc inhib CS: -4; STAT3 act: 99; NF-kB expr up: 1.1; STAT1 activator: 96; APP 5'UTR act: -9
# Cc1c(Cl)c([N+](=O)[O-])nn1CCCC(=O)NC(C)c1ccccc1 (stereo unspecified) is listed as Hsp70 act: 0.0; APP transl inh: -9; RAM network inh: -0.9; STAT1 inh: -3; STAT3 blocker: -3; FLuc inhib CS: -6; STAT3 act: 101; NF-kB expr up: 1.3; STAT1 activator: 103; APP 5'UTR act: 9

# (further entries)
SMILES,Hsp70 act,APP transl inh,RAM network inh,STAT1 inh,STAT3 blocker,FLuc inhib CS,STAT3 act,NF-kB expr up,STAT1 activator,APP 5'UTR act
CCN(CCCNC(=O)c1[nH]c(C)c(C(C)=O)c1C)c1cccc(C)c1,0.0,3,1.0,6,6,-4,100,1.4,94,-3
CC(C)c1onc(C(=O)N(C)Cc2ccccc2)c1[N+](=O)[O-],-0.2,15,0.8,12,5,-2,95,1,89,-15
O=C(CC12CC3CC(CC(C3)C1)C2)Nc1ccccc1N1CCOCC1,0.0,-6,0.7,4,-5,3,112,1.1,97,6
COc1ccc(OC)c(C(c2nnnn2C2CCCC2)N2CCN(c3ccccc3F)CC2)c1 (stereo unspecified),0.1,2,1.0,7,-2,0,106,0.85,94,-2
CCc1cc(-c2[nH]ncc2-c2ccc3c(c2)OCO3)c(O)cc1O,-0.2,-6,0.2,-3,22,-6,87,1,103,6
CCOc1cc(C2NC(=O)NC(c3ccccc3)=C2C(C)=O)ccc1OC(C)=O (stereo unspecified),-0.2,-2,0.0,-3,5,1,101,1.1,102,2
NC(=O)C1CC(=O)N(c2ccc(OCc3ccccc3Cl)cc2)C1 (stereo unspecified),-0.1,-24,0.3,-7,16,2,91,1.2,106,24
CCOc1cc(C(=O)N2CCN(c3ccccc3)CC2)cc(OCC)c1OCC,-0.2,19,1.3,8,8,0,97,1.1,93,-19
CC(=O)NNc1nc(-c2ccccc2)cs1,-0.3,-5,-0.4,-5,-2,-5,107,1.3,103,5
COc1ccc(CC(=O)NC(C)c2nnc(SCC(=O)c3ccc(OC)cc3)n2C)cc1 (stereo unspecified),-0.2,-10,1.4,-8,11,-6,94,0.94,106,10
CN(C)N1C(N)=C(C#N)C(c2cccs2)C2=C1CCCC2=O (stereo unspecified),-0.1,0,3.0,5,1,-4,101,1.1,94,0
CCCCc1nc2ccccc2n2cc3c(=O)n(C)c(=O)n(C)c3c12,-0.3,-4,nt,0,7,nt,99,nt,100,4
O=S(=O)(NC1=NCCC1)c1cccc(NS(=O)(=O)c2ccc(OC(F)(F)F)cc2)c1,-0.3,-12,1.4,1,-12,-6,108,1,99,12
C=CCNC(=S)NNC(=O)c1ccc(OCC(C)C)cc1,-0.3,-20,0.6,0,5,-2,97,0.8,100,20
Cc1nn(C)cc1S(=O)(=O)N1CCN(Cc2ccccc2Cl)CC1,0.1,-10,1.0,2,3,0,106,1.1,99,10
COC(=O)c1ccc(Oc2nc(Nc3ccc(F)cc3)nc(N3CCCC3)n2)cc1,-0.5,-5,2.6,-22,10,-3,91,1.3,120,5
CN(C)S(=O)(=O)Oc1cccc(C(=O)Nc2cccc(Cl)c2)c1,-0.2,-72,2.1,-18,27,4,86,1.6,116,72
Cc1c(Cl)c([N+](=O)[O-])nn1CCCC(=O)O,0.0,1,1.2,4,9,2,96,1.4,95,-1
C=CCOc1cccc(C2/C(=C(/O)c3ccc(Cl)cc3)C(=O)C(=O)N2CCN2CCOCC2)c1 (stereo unspecified),-0.3,-8,-0.5,1,5,-4,98,0.92,100,8
CSc1ccc(/C=N/Nc2cccc(C(=O)O)c2)cc1,0.1,8,2.7,64*,33,57*,79,18*,41,-8
C=CCc1cc(OC)ccc1OCC(O)CN1CCN(c2ccc(OC)cc2)CC1 (stereo unspecified),0.2&-0.3,-3&8,1.1&-0.4,-4&2,12&4,-9&-4,92&98,0.83&1.1,104&98,3&-8
Cc1ccc(C)c(NC(=O)C2CC(Cl)=CCC2C(=O)O)c1 (stereo unspecified),-0.3,0,1.9,-2,3,-5,99,1.1,103,0
CC(C)CC(=O)N1CCN(S(C)(=O)=O)CC1,0.4,-16,3.0,-5,2,-4,103,1.3,105,17
CC(C)CNC(=O)COC(=O)/C=C/c1ccco1,-0.4,-6,2.1,-15,-3,-4,105,1.2,113,6
COC(=O)c1cc(NCc2c(F)cccc2Cl)ccc1N1CCOCC1,-0.6,4,3.1,-18,11,-4,96,1,116,-4
CCOC(=O)C1(Cc2ccccc2Cl)CCN(S(=O)(=O)N(C)C)CC1,-0.1,-6,-0.7,-8,-5,-6,111,0.99,106,6
COc1ccc(Nc2cc(C)nc3ncnn23)c(OC)c1,0.0,-4,2.7,-5,-1,-5,109,1.1,104,4
O=c1[nH]nc(CNc2ccc(Cl)cc2Cl)c2ccccc12,0.1,7,1.7,-13,33,1,77,1.1,111,-7
Nc1nc(SCC(=O)Nc2cccc(S(=O)(=O)N3CCCCCC3)c2)n[nH]1,-0.4,-16,6.3,0,13,9,93,nt,98,16
COc1ccccc1CNC(=O)C1CC(c2c(Cl)cccc2Cl)=NO1 (stereo unspecified),-0.2,-16,-0.4,-1,10,0,101,1.1,101,16
COc1ccccc1-c1nnc(NC(=O)OCC(C)C)s1,-0.2,-10,3.8,-3,0,-4,100,1.3,103,10
O=C1COc2ccc(C(=O)COC(=O)CCc3ccc(S(=O)(=O)N4CCOCC4)cc3)cc2N1,-0.2,-4,3.1,11,-6,-2,109,1.4,90,4
Cc1ccc(OCCn2c(NC(=O)c3ccco3)nc3ccccc32)cc1,-0.1,-9,3.8,3,11,4,92,1.6,98,9
Cc1ccc(Cl)cc1NC(=S)N1CCC(c2ccccc2)C1 (stereo unspecified),0.1,-9,4.3,-11,8,5,99,1.2,108,9
O=C(O)c1ccc(NC(=O)C2C3CCC(C3)C2C(=O)O)cc1 (stereo unspecified),-0.2,0,-0.6,-3,-6,-8,109,1.2,103,-1
O=C1NC2(CCCCC2)N=C1c1ccccc1,-0.1,10,2.0,14,7,-4,96,1,88,-10
CCOC(=O)Cc1csc(NC(=O)c2ccc(Cl)nc2)n1,-0.2,19,0.9,-2,22,-2,84,0.38,102,-19
Cc1ccc(/C=N/Nc2cccc3cccnc23)c(O)c1,0.2,-93,3.1,-4,-27,60*,132,7.5*,104,93

# An unsorted share of the library; overall some 7.7% were active at least once.
